ERK EGF block = inhibitors of EGF-stimulated ERK signaling pathway. HEK293-V1b, EGF-stimulated phospho-ERK AlphaScreen. Potency, µM (titrated, usually from 11.5 µM), inactives show top-dose activity change, negative = inhibition, usual class: inhibitors. 130,000 compounds, 0.41% hits. AID 1454; active = well fitted inhibition curve with a large enough effect; inconclusive = small, poorly fitted or top-dose-only effect, or effect the other way;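 also: plate controls were stimulated vehicle wells for no effect and unstimulated vehicle basal for full effect; nearly all actives have a fitted effect of over 55% in size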
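Concentration-response of compounds against EGF-driven ERK phosphorylation in V1b-expressing HEK293 cells; 30 min preincubation, 5 min EGF, AlphaScreen detection; Normalized to DMSO basal and 25 nM EGF.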
* = called active by the depositor; u = inconclusive; & = joins results of further samples; [ ] = remark or other dose. Potency is read from the fitted curve at half-maximal effect. Only part of the results is shown (hit frequency here may not be typical).

SMILES	ERK EGF block
O=C1CC[C@]2(O)[C@H]3Cc4ccc(O)c5c4[C@@]2(CCN3CC2CC2)[C@@H]1O5	17%[25.7 µM]
NC(=O)OCCSc1nnc(-c2cccc(C(N)=S)c2)o1	4%
O=C1CC[C@]2(O)C3Cc4ccc(O)c5c4C2(CCN3CC2CC2)C1O5 (stereo partly specified)	5%
O=C(c1c[nH]c2ccc(S(=O)(=O)N3CCC4(CC3)OCCO4)cc2c1=O)N1CCC2(CC1)OCCO2	-1%
CC(C)Oc1ccc(CCN)cc1Cl	-1%
COc1ccc(NC(=O)N2CCCC3(CCN(C(=O)Oc4ccccc4)CC3)C2)cc1	-10%
CN1CC[C@@]2(c3cccc(O)c3)Cc3nc4ccccc4cc3C[C@H]2C1	18%
O=c1[nH]sc2cc(F)ccc12	-5%
CN1[C@H]2CC(=O)C[C@@H]1[C@@H](O)C2	-17%[25.7 µM]
CCCCC/C=C\C/C=C\CCCCCCCCCC(=O)NCCO	-4%
Cc1ccccc1N1C(=O)NC(=O)/C(=C\c2cc(C)n(C)c2C)C1=O	-5%
COCC#CCN1CCCCC1c1cccnc1 (stereo unspecified)	3%
C[C@@H]1O[C@@H](O[C@H]2CC[C@]3(C=O)C4CC[C@]5(C)[C@@H](C6=CC(=O)OC6)CC[C@]5(O)[C@@H]4CC[C@]3(O)C2)[C@H](O)[C@H](O)[C@H]1O (stereo partly specified)	10%
CCN(CC)CCN=Cc1c(O)n(Cc2ccco2)c(=O)[nH]c1=O	15%[57.5 µM]
Oc1ccccc1/C=N/NP(=S)(c1ccccc1)c1ccccc1	5%
Cc1c(C(=O)O)cccc1-n1c(C)cc(/C=C2\C(=O)NC(=O)N(c3ccc4c(c3)OCO4)C2=O)c1C	-1%
CC1(C)Cc2c(C#N)c(N3CCNCC3)nc(-c3ccco3)c2CS1	-5%[57.5 µM]
O=C(Cc1ccccc1)N1CCN(Cc2ccc([N+](=O)[O-])cc2)CC1	5%
CSc1ccc(C(=O)C2CCCN(Cc3ccn[nH]3)C2)cc1 (stereo unspecified)	-1%[57.5 µM]
O=C(c1ccco1)N1CCC[C@@]2(CCN(Cc3ccncc3)C2)C1	2%
CN1C2CCC1CC(OC(=O)c1ccc(Cl)cc1)(C(=O)O)C2 (stereo unspecified)	-12%
Cc1ccc(-c2cc(C(=O)N3CCC4(CC3)OCCO4)no2)cc1	2%
CC1(C)CC(=O)c2cc(OCC(=O)N3CCN(Cc4ccccc4)CC3)ccc2O1	5%
Fc1ccc(C(OCCN2CCN(CCCc3ccccc3)CC2)c2ccc(F)cc2)cc1	u
O=C1/C(=C/c2ccc([N+](=O)[O-])cc2)N2CCC1CC2	u
More compounds.
SMILES	ERK EGF block
O=C(Oc1ccccc1)N1CCC[C@@]2(CCN(Cc3ccccc3)C2)C1	3%
CCOC(=O)C(O)(c1ccc(NC(=S)NC(=O)c2ccc(Cl)cc2Cl)cc1)C(F)(F)F (stereo unspecified)	0%
C=CCn1c(O)c(C(CC)=NCc2ccc3c(c2)OCO3)c(=O)[nH]c1=O	-4%[57.5 µM]
CC/C(=N\Nc1cccc2ccccc12)c1c(O)[nH]c(=O)[nH]c1=O	2%
O=c1c2ccccc2nc(/C=C/c2ccc(O)cc2)n1-c1ccccc1O	7%[57.5 µM]
O=c1cccc2n1CC1CNCC2C1 (stereo unspecified)	-6%&10%
CC(C)(C)c1ccc(C(=O)C2CCCN(Cc3ccon3)C2)cc1 (stereo unspecified)	-3%[57.5 µM]
C/C=C/c1ccc2c(c1)OCO2	-1%&21%
COc1c2c(cc3c1OCO3)C13C=CC(OC)CC1N(C2)CC3O (stereo unspecified)	1%
C[C@@H]1O[C@H](C[N+](C)(C)C)CS1	15%
CCCC12CN3CCN(CC(C3)/C1=N\NC(=O)c1ccncc1)C2	-6%
CC[C@H](Oc1ccc(Cl)cc1)C(=O)OC1C[C@H]2CC[C@@H](C1)N2C (stereo partly specified)	1%
CCN(CC)P(=O)(NC(=O)c1cccn1C)N(CC)CC	-5%
COc1ccc(CN2C(=O)NC(=O)/C(=C/c3ccc(OC)c(OC)c3OC)C2=O)cc1	-62%[57.5 µM]
O=c1[nH]c(=S)n(Cc2ccc(F)cc2)c(O)c1/C=N/N1CCCCCC1	-6%
O=C1NC(=O)C(=Cc2ccc(SC3CCCCC3)o2)C(=O)N1	u
O=C(c1ccccc1)c1ccc(N=Nc2c(O)[nH]c(=O)[nH]c2=O)cc1	-6%
CCOc1ccc(N2C(=O)NC(=O)/C(=C\c3ccc(N4CCOCC4)cc3C)C2=O)cc1	-3%
Brc1c(NC2=NCCN2)ccc2nccnc12	u
Oc1cc2c(cc1O)[C@H]1c3ccccc3CNC1CC2 (stereo partly specified)	u
CCn1c(=O)n(CC)c2cc([N+](=O)[O-])c(N3CCNCC3)cc21	1%
COCc1cc(OC(=O)N(C)C)nc(-c2ccccc2)n1	11%[57.5 µM]
CC(C)CN1CC2(CCN(C(=O)Oc3ccccc3)CC2)C1	-6%
CN1C2CCC1CC(OC(=O)c1ccc(Cl)cc1)C2 (stereo unspecified)	-9%[57.5 µM]
C=CCn1c(O)c(/C(C)=N/N2CCCCC2)c(=O)[nH]c1=O	-10%[57.5 µM]

A stretch of the results above:
SMILES	ERK EGF block
O=C(Oc1ccccc1)N1CCC[C@@]2(CCN(Cc3ccccc3)C2)C1	3%
CCOC(=O)C(O)(c1ccc(NC(=S)NC(=O)c2ccc(Cl)cc2Cl)cc1)C(F)(F)F (stereo unspecified)	0%
C=CCn1c(O)c(C(CC)=NCc2ccc3c(c2)OCO3)c(=O)[nH]c1=O	-4%[57.5 µM]
CC/C(=N\Nc1cccc2ccccc12)c1c(O)[nH]c(=O)[nH]c1=O	2%
O=c1c2ccccc2nc(/C=C/c2ccc(O)cc2)n1-c1ccccc1O	7%[57.5 µM]

Three entries out of the list, ordered by molar mass, high to low.
SMILES	ERK EGF block
CCOc1ccc(N2C(=O)NC(=O)/C(=C\c3ccc(N4CCOCC4)cc3C)C2=O)cc1	-3%
C=CCn1c(O)c(C(CC)=NCc2ccc3c(c2)OCO3)c(=O)[nH]c1=O	-4%[57.5 µM]
O=C(c1ccccc1)c1ccc(N=Nc2c(O)[nH]c(=O)[nH]c2=O)cc1	-6%

Next section:
SMILES	ERK EGF block
CCn1cc(CN2CCCC(C(=O)c3cccc(OC)c3)C2)c(C)n1 (stereo unspecified)	5%
C[C@]12CCC(=O)C=C1CC[C@@H]1[C@@H]2C(=O)C[C@]2(C)C(=O)CC[C@@H]12	5%[57.5 µM]
COc1ccc(-n2c(/C=C3/C(=O)Nc4ccccc43)nc3ccccc3c2=O)cc1	1%
NC[C@H](CP(=O)(O)O)c1ccc(Cl)cc1	-3%
C[C@@H]1CC2(CCCC[N+]2(C)C)C[C@H]1C	-5%
CNC(=O)c1cccn(Cc2cccc(C(F)(F)F)c2)c1=O	-2%
Cc1cc(C)n2c(Br)c(CN3CC4CC(C3)c3cccc(=O)n3C4)nc2n1 (stereo unspecified)	0%
CCC(=NCCC(c1ccccc1)c1ccccc1)c1c(O)n(C)c(=O)n(C)c1=O	5%
Cc1ccc2cc(C=C(C#N)C#N)c(Cl)nc2c1	2%
Nc1cc(N2CCNCC2)c([N+](=O)[O-])cc1Cl	3%
CC(=O)Nc1ccccc1C(=O)OCc1ccccc1F	-5%
O=C(Nc1ccccc1)N1CC[C@@]2(CCCNC2)C1	-1%
CN[C@@H]1C[C@H](c2ccc(Cl)c(Cl)c2)c2ccccc21	10%
Cc1ccc(S(=O)(=O)NCCC(=O)Nc2ccc(Cl)cc2C(=O)c2ccccc2)cc1	-5%
Cc1ccc(N2Cc3ccccc3C2=N)cc1[N+](=O)[O-]	-3%
c1ccc2c(c1)CC1CNCc3cccc(c31)S2 (stereo unspecified)	0%
CNC(=S)N(C)CCc1cc2c(c(OC)c1/C=C1/C(=O)NC(=O)N(C)C1=O)OCO2	-19%[57.5 µM]
CC(C)(O)[C@@H]1C2OC(=O)[C@@H]1[C@]1(O)C[C@H]3O[C@]34C(=O)O[C@H]2[C@]14C	15%
C[C@@]12CC[C@H]3[C@@H](CC[C@]4(O)C[C@H](O)CC[C@@]34C=O)[C@]1(O)CC[C@@H]2C1=CC(=O)OC1	8%[25.7 µM]
Cc1cc(/C=C2/C(=O)NC(=O)N(Cc3ccco3)C2=O)c(C)n1-c1ccc(C(=O)O)cc1	6%
CC(O)(CS(=O)(=O)c1ccc(F)cc1)C(=O)Nc1ccc(C#N)c(C(F)(F)F)c1 (stereo unspecified)	1%[57.5 µM]
Cc1ccn2nc(S(=O)(=O)Nc3c(F)cccc3F)nc2n1	23%
CC(C)CC(N(C)C)C1(c2ccc(Cl)cc2)CCC1 (stereo unspecified)	u
O=C(CNC(=O)c1ccc(Br)cc1)Nc1ccc(Br)cc1C(=O)c1ccccc1	1%
O=C(N[C@H]1CP(=O)(Oc2ccccc2)O[C@H](COCc2ccccc2)[C@H]1O)C(Cl)(Cl)Cl (stereo partly specified)	-3%[57.5 µM]
Later entries.
SMILES	ERK EGF block
Cc1c(C(=O)c2cccc3ccccc23)c2cccc3c2n1[C@H](CN1CCOCC1)CO3	5%&-7%
CCCC[N+]12C3CC(C(CC)[C@H]1O)[C@@H]1C(O)C4(C[C@@H]12)c1ccccc1N(C)C34 (stereo partly specified)	-4%
CC(C)CC12CN3CCN(CC(C3)C1O)C2 (stereo unspecified)	-6%[57.5 µM]
O=P(Oc1ccccc1)(Oc1ccccc1)C(Nc1ccccc1)c1ccccc1 (stereo unspecified)	-4%
CCCC(C)C1(CC)C(=O)NC(=Nc2ccccc2)NC1=O (stereo unspecified)	4%
CCCc1cc2c(n1Cc1ccco1)C(C)C1CN(C(=O)c3ccccc3)C(C)(C(=O)OC)C21 (stereo unspecified)	-5%
O=C1CCCC2=C1C(c1cccnc1)Nc1ccccc1N2 (stereo unspecified)	u
O=C(/C=C/C=C/c1ccccc1)CC1(O)C(=O)Nc2ccccc21 (stereo unspecified)	-6%
O=C1C=C2C=C[C@H]3C[C@@]2(O1)[C@H]1CCCCN31	-2%[25.7 µM]
COc1ccc(C(O)c2cc(OC)ccc2OP(=O)(N(C)C)N(C)C)cc1 (stereo unspecified)	-4%
CN1C(=O)NC(=O)/C(=C\C=C\c2ccccc2[N+](=O)[O-])C1=O	u
N[C@H](CCCCCP(=O)(O)O)C(=O)O	-5%&-11%&9%
COc1ccc(C(C)=O)cc1CC(C(=O)c1ccccc1)N(C)C (stereo unspecified)	9%
Cc1cccc([C@H](C)c2cnc[nH]2)c1C	-4%
COc1cccc(C(=O)C2CCCN(C3CCOCC3)C2)c1 (stereo unspecified)	-11%
Cc1ccccc1CN1CCN(Cc2ccccc2)CC1	-3%
c1ccc2c3c(ccc2c1)OCC1CONC31 (stereo unspecified)	-4%
CC(N)[C@@H](O)c1ccccc1 (stereo partly specified)	9%
C=CCn1c(O)c(C(C)=Nc2cccc(C(F)(F)F)c2)c(=O)[nH]c1=O	-3%[57.5 µM]
CCC(=NCC1CCCO1)c1c(O)n(-c2ccc(OC)cc2)c(=O)[nH]c1=O (stereo unspecified)	-7%[57.5 µM]

Reformatted as labelled records: 2 of the compounds above.
CC(C)CC(N(C)C)C1(c2ccc(Cl)cc2)CCC1 (stereo unspecified)
  ERK EGF block: u
O=C(CNC(=O)c1ccc(Br)cc1)Nc1ccc(Br)cc1C(=O)c1ccccc1
  ERK EGF block: 1%
